Screens from PubChem.
LYPLA2 counter = LYPLA2 (human) inhibition in PME1 counter-screen; recombinant LYPLA2, FP-Rh probe fluorescence polarization; AID 2177; O95372; actives 0.38% (n = 320,000); inhibition, % at 5.9 µM;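 active = inhibition above the screen-wide mean plus 3 SD, limit set per campaign, cut at about 26% in these data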;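 also: 0% = LYPLA2 with DMSO and 100% = wells lacking LYPLA2 enzyme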
PME-1 primary = blocks human protein phosphatase methylesterase 1; recombinant PME-1, FP-Rh probe fluorescence polarization; inhibition, % at 5.9 µM; actives 0.53% (n = 320,000); Q9Y570;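 active = inhibition above the campaign mean of all compounds plus 3 SD, cut at about 26% in these data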;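 also: competitive labeling of PME-1 active site by serine hydrolase directed probe; 0% = PME-1 with DMSO and 100% = wells lacking PME-1 enzyme; inhibitors block probe labeling so polarization falls and inhibition rises; many of its hits are not listed in these tables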
LYPLA1 counter = counter-screen for PME1 inhibitors: inhibitors of human LYPLA1; O75608; recombinant LYPLA1, FP-Rh probe fluorescence polarization; inhibition, % at 5.9 µM; actives 0.16% (n = 320,000);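 active = inhibition above the mean of all tested compounds plus 3 SD, set per campaign, cut at about 14% in these data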;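 also: inhibitors block serine hydrolase probe labeling of LYPLA1 so polarization falls; 0% = enzyme with DMSO and 100% = wells lacking LYPLA1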
pPAFAH FP inh = pPAFAH (human) enzyme inhibition. Q13093. recombinant pPAFAH, FP-rhodamine probe fluorescence polarization. inhibition, % at 3.39 µM. actives 1.5% (n = 330,000). AID 463082;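 active = inhibition above the mean inhibition across the screen plus 3 SD, cut at about 25% in these data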;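 also: inhibitors block binding of the rhodamine activity-based probe so polarization drops; 0% = enzyme with DMSO and 100% = wells lacking pPAFAH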
PAFAH1B3 FP inh = blocks human PAF acetylhydrolase 1B catalytic subunit 3 | recombinant PAFAH1B3, FP-rhodamine probe, fluorescence polarization | AID 492972 | inhibition, % at 3.39 µM | Q15102 | actives 0.28% (n = 340,000);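 active = inhibition above the screen-wide average of all tested compounds plus 3 SD, cut at about 25% in these data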;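 also: 0% = enzyme with DMSO only and 100% = wells lacking PAFAH1B3 protein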
PAD4 inh = blocks human protein arginine deiminase 4; Q9UM07; recombinant PAD4, RCA probe fluorescence polarization; inhibition, % at 6.36 µM; actives 0.41% (n = 330,000); AID 485272;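 active = percent inhibition above a cutoff equal to the mean of all tested compounds plus 3 SD, cut at about 15% in these data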;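 also: 0% = PAD4 with RCA probe and DMSO and 100% = probe without PAD4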
Target sequence (Q9UM07 whole entry, looked up): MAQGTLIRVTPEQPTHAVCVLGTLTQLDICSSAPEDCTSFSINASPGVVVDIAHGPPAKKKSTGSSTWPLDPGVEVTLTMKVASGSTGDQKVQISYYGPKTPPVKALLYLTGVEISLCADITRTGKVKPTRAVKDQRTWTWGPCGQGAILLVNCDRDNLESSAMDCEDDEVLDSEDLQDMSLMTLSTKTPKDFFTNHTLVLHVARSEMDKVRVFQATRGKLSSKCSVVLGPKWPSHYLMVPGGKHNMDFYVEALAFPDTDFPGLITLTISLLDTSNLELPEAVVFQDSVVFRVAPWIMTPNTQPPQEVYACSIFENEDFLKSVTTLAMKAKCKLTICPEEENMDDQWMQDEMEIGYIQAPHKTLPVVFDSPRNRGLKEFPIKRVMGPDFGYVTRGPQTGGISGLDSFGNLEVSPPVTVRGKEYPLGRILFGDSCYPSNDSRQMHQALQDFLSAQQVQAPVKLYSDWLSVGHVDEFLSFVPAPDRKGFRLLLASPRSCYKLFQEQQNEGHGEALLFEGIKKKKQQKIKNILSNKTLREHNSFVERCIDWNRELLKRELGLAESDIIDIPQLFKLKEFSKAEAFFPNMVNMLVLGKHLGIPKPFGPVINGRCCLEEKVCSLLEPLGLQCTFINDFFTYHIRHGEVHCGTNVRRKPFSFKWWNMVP
PREPL inh = inhibitors of human prolyl oligopeptidase-like enzyme PREPL. Q4J6C6. recombinant PREPL, fluorescence polarization activity-based probe. inhibition, % at 5.96 µM. actives 0.68% (n = 320,000). AID 2751; in the data active = inhibition above about 43%;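 also: 0% = enzyme with DMSO and 100% = wells lacking enzyme; many of its hits are not listed in these tables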
GSTO1 inh = blocks human GSTO1 in RBBP9 counter-screen; P78417; inhibition, % at 5.96 µM; AID 1974; recombinant GSTO1, activity-based probe fluorescence polarization; actives 1.1% (n = 300,000);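 active = inhibition above the campaign mean inhibition plus 3 SD, cut at about 35% in these data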;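 also: 0% = GSTO1-1 with DMSO and 100% = wells lacking GSTO1-1 enzyme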
Target sequence (P78417 whole entry, looked up): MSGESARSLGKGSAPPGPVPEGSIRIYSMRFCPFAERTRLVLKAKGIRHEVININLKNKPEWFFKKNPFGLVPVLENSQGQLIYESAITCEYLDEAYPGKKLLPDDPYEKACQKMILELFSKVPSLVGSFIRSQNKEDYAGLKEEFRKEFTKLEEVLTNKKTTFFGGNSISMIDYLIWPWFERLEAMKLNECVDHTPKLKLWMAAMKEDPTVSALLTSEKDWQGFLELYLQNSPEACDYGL
PAFAH1B2 FP inh = PAFAH1B2 (human) inhibition | recombinant PAFAH1B2, FP-rhodamine activity probe, fluorescence polarization | inhibition, % at 3.39 µM | actives 1.2% (n = 340,000) | AID 492953;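 active = inhibition above the mean of all tested compounds plus 3 SD, cut at about 24% in these data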;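 also: 0% = enzyme with DMSO and 100% = wells lacking PAFAH1B2; many of its hits are not listed in these tables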
Numbers without * were called inactive; x = not tested or not shown. Only part of the results is shown, so the mix of outcomes need not match the whole.

cpd	molecule	LYPLA1 counter	LYPLA2 counter	PME-1 primary	PAD4 inh	PREPL inh	GSTO1 inh	pPAFAH FP inh	PAFAH1B3 FP inh	PAFAH1B2 FP inh
1	O=C(Oc1ccc([N+](=O)[O-])cc1)C1CC(=O)N(c2ccc3c(c2)OCCO3)C1 (configuration not stated)	x	x	x	1	3	x	-2	4	4
2	CCCc1ccc(-c2ccc(/C=C/C(=O)O)cc2)nc1	0	-5	-7	0	1	-10	4	3	-1
3	Cc1ccc(S(=O)(=O)N2CCC(C(=O)N[C@@H](C)C(=O)NC3CCCCC3)CC2)cc1	3	4	-2	-4	-2	-3	1	1	16
4	CN(CC(=O)Nc1ccc(Cl)cc1)C1CCCCC1	-2	-6	-8	0	2	-2	-1	6	8
5	CCC(=O)NC(NC(=O)CC)C(Cl)Cl	0	2	-1	-1	-11	6	1	14	-3
6	COc1ccc(-c2cc(C(F)(F)F)nc(S(=O)(=O)CCC(=O)N3CCOCC3)n2)cc1	2	3	5	0	-6	-11	13	11	4
7	COc1cc(C(=O)OCCNC(=O)c2ccccc2)cc(OC)c1OC	3	5	3	0	0	2	5	6	5
8	CC12CCC(c3n[nH]c(=S)nc31)C2(C)C (configuration not stated)	2	-3	3	-6	10	4	-3	4	7
9	CCOC(=O)N1CCN(C(=O)CN(Cc2ccccc2)S(=O)(=O)c2ccc(OC)c(C)c2)CC1	0	5	3	-3	7	3	5	0	0
10	N#Cc1cccc(N=Cc2c(O)ccc3ccccc23)c1	1	4	-3	-6	5	38*	0	10	10
11	Cc1c(Br)ccc(NC(=O)Cn2nc(-c3cccs3)ccc2=O)c1C	-2	-1	-23	1	-5	0	5	-3	-4
12	OC1(c2cccnc2)CCN(Cc2nnnn2Cc2ccccc2)CC1	2	4	1	2	-14	2	-1	5	4
13	CCc1nc(Sc2nnnn2-c2ccccc2)c2c3c(sc2n1)CCCC3	1	3	2	-1	7	3	2	-2	-3
14	CCC1COC(c2cccn2Cc2ccccc2Cl)=N1 (configuration not stated)	-1	-4	4	0	5	8	8	9	5
15	Cc1ccc(NC(=O)Nc2ccccc2)nc1	-3	-1	0	-2	12	4	3	1	3
16	COc1cc(/C=C2/C(=N)N3C=CSC3=NC2=O)ccc1OCCCOc1cc(C)ccc1C	-7	-4	-4	-3	1	-5	7	1	-1
17	Cc1cc(C(=O)Nc2ccc(C(=O)O)cc2)c(C)o1	3	3	4	-4	9	1	-1	3	3
18	COc1cc(/C=N\NC(=O)c2c(C)nc3cc(C)ccn23)ccc1O	-4	-3	3	2	-3	1	3	8	2
19	Cn1cc([N+](=O)[O-])c(C(=O)N2CCCCCC2)n1	1	-3	5	2	-1	-4	5	9	1
20	COc1cccc(CN2CCNC(=O)C2CC(=O)NCCCC2CCCC2)c1OC (configuration not stated)	2	-1	-3	5	10	-1	8	-3	4
21	COc1ccc(C(=O)N/N=C(\C)CC(=O)Nc2ccc(N(C)C)cc2)c(OC)c1	-4	4	-6	3	15	32	3	2	5
22	CCOc1ccccc1N1CCN(CC(=O)Nc2ccccc2C(=O)NC2CC2)CC1	-10	-3	-1	0	-2	x	2	-3	-4
23	CC1CN(CC(=O)Nc2cc(S(=O)(=O)N3CCCC3)ccc2Cl)CC(C)O1 (configuration not stated)	1	4	9	-1	7	-4	2	6	2
24	O=C(NCc1ccco1)c1ccc(COCC(F)(F)C(F)F)cc1	-1	8	4	7	-3	-4	3	6	6
25	Clc1ccc2nc(N3CCCCC3)sc2c1	-3	-2	-2	4	-8	1	6	-1	-7
26	O=C(Nc1ccccc1N1CCOCC1)c1ccc(Cl)c(S(=O)(=O)NCc2ccco2)c1	3	0	-9	1	7	2	3	11	5
27	CCOC(=O)C1=C(C)NC(C)=C(C(=O)OCC)C1C(=O)OCC(=O)NC1CCCCC1	x	x	x	4	10	x	7	5	0
28	CC(C)NC(=O)C1CCN(Cc2cnn(-c3ccccc3)c2-n2cccc2)CC1	1	14	-3	-5	16	4	0	2	-1
29	Cc1ccc(N(C)S(=O)(=O)c2cccc(C(=O)NCCCN3CCCC3=O)c2)cc1	2	-4	3	-4	6	x	-1	7	4
30	Cc1ccc2oc(C(=O)Nc3ccc(S(=O)(=O)Nc4onc(C)c4C)cc3)cc(=O)c2c1	4	-5	-1	-3	7	-4	7	1	5
31	Cc1nnc(SCC(=O)NC(C)(C)C)n1NCc1c(F)cccc1Cl	-6	-2	2	-4	16	-8	-8	2	-2
32	CCc1nc2cc(Cl)c(Cl)cc2nc1CC	0	-6	0	2	-5	1	-2	-4	0
33	Cc1ccc(NC(=O)NC2=NN(c3ccccc3)C(=O)/C2=C2/CCCN2C)cc1	-2	4	-5	-5	14	10	3	9	6
34	CN(c1ccccc1)S(=O)(=O)c1ccc(Cl)c(C(=O)NCCc2c[nH]c3ccccc23)c1	-8	-3	15	-7	-2	2	9	10	4
35	CC(C)c1[nH]nc2c1C1(CCN(Cc3ccccc3)CC1)C(C#N)=C(N)O2	3	5	3	5	5	21	7	4	9
36	Cc1c(C(=O)N2CCCC2)c(S(=O)(=O)NCCc2ccccc2)c(C)n1C	6	7	-5	-1	22	-3	1	7	6
37	COCCN(Cc1cc2cc3c(cc2nc1Cl)OCO3)C(C)=O	1	-4	0	-5	12	-1	-4	0	1
38	Cc1ccccc1NC(=O)CCc1nnc2ccc(N3CCC4(CC3)OCCO4)nn12	-4	-6	-5	-4	-4	6	-7	6	3
39	CCc1c(C(=O)N/N=C/c2ccsc2)csc1C	0	-2	2	0	6	-3	2	13	2
40	Cn1c(O)c(N=NC(=O)Cn2ccc(C(F)(F)F)n2)c2ccccc21	2	-3	-2	1	1	3	-3	13	2
41	COc1ccc(CNC(=O)C2CCC(=O)N(CCCN3CCCC3=O)C2)c(OC)c1 (configuration not stated)	0	4	-8	-2	4	6	7	0	-1
42	CCCN(CC(=O)Nc1ccccc1OC)C(=O)C1CCCC1	4	1	-2	5	-8	1	2	5	-3
43	O=C(CN1CCOCC1)Nc1ccc(C2CCCCC2)cc1	-2	5	-10	4	-15	-3	12	-1	9
44	CCOC(=O)Cc1csc(NC(=O)CN(C)S(=O)(=O)c2ccc3c(c2)CCC(=O)N3)n1	-1	-9	-4	3	10	6	7	-2	2
45	O=C(CSc1nc(-c2ccc(F)cc2)cs1)NCCN1C(=O)CSC1=O	0	4	-4	1	3	6	6	-2	2
46	COc1ccc(C(C(=O)NCC2CCCO2)N(C(=O)CNC(=O)c2cccs2)c2ccccc2C)cc1OC (configuration not stated)	-1	3	-4	-4	-7	0	1	5	5
47	CC(C)N(CCNC(=O)C1CCCN(c2ncnc3c2nc2n3CCCCC2)C1)Cc1ccccc1 (configuration not stated)	5	2	-2	-1	4	-5	5	4	-6
48	COc1ccc(C2OCC3(CO2)SC(N)=NC3=O)cc1 (configuration not stated)	-3	8	2	1	-7	-4	-3	8	1
49	CC(=O)C1=C(O)CC(C)(C)CC1=NCc1nc2ccccc2[nH]1	5	5	-5	-2	8	-5	1	8	-1
50	CC(C)Nc1ccc(C(CC(N)=O)NC(=O)Cc2ccc(Cl)cc2)cc1[N+](=O)[O-] (configuration not stated)	2	-2	-1	0	2	23	8	13	9
51	O=C(CSc1ncnc2ccccc12)Nc1ccc2c(c1)OCCO2	-4	3	4	2	2	-4	6	0	6
52	O=C(Nc1cccc2c1CCCC2)c1ccccc1Br	0	-3	-5	8	1	-3	-2	2	-1
53	O=C(Nc1cc(=O)c2ccccc2o1)N1CCOCC1	2	13	1	-4	-10	0	6	0	3
54	c1ccc(C2=Nn3c(nnc3-c3ccccn3)SC2)cc1	-4	2	-3	-1	10	8	-2	0	3
55	CCN(CC(=O)NC(C)(C)C)Cc1nc2c(Br)cc(Br)cc2c(=O)[nH]1	-3	1	6	-2	-2	0	5	-2	-2
56	CC(=O)Nc1ccc(NC(=O)c2c(C)nn(Cc3ccccc3Cl)c2C)cc1	1	3	0	1	13	0	8	2	0
57	COc1cccc(CC(=O)Nc2cc(C(F)(F)F)ccc2N2CCCC2)c1	0	8	1	2	5	16	8	5	-6
58	Cc1ccc(/C=C2/NC(=O)N(Cc3ccccc3)C2=O)o1	-2	2	0	0	9	4	10	1	2
59	Cc1ccc(NC(=O)C2CCN(S(=O)(=O)c3ccc4c(c3)NC(=O)C(C)S4)CC2)cc1Cl (configuration not stated)	-44	-81	-69	-16	15	-41	-29	-18	-14
60	COc1cccc(Nc2c(Nc3cccc(OC)c3)c(=O)c2=O)c1	-4	2	9	-1	13	1	6	-2	-4

Next part
cpd	molecule	LYPLA1 counter	LYPLA2 counter	PME-1 primary	PAD4 inh	PREPL inh	GSTO1 inh	pPAFAH FP inh	PAFAH1B3 FP inh	PAFAH1B2 FP inh
61	CC1(C)C2CCC1(C)C(Nc1ccccc1)C2 (configuration not stated)	0	5	0	0	0	-2	9	4	6
62	O=C(CCC(=O)OCC(=O)c1ccccc1)NC1CCCCC1	3	-3	4	-2	3	1	2	3	2
63	CC1CCc2onc(C(=O)O)c2C1 (configuration not stated)	-5	-9	-1	1	5	-1	-2	5	2
64	COC(=O)C1=C(C(=O)OC)[C@@H]2N(Cc3ccccc3)c3ccccc3[C@@]23C[C@@H](C(=O)OC)N(C(=O)NC2CCCCC2)C3=N1	0	0	1	0	2	2	1	13	1
65	Cc1cccc(NC(=O)NC2(C)CCS(=O)(=O)C2)c1 (configuration not stated)	3	-4	-1	3	23	6	5	2	3
66	Cc1c(NC(=O)C(C)OC(=O)c2cccnc2)c(=O)n(-c2ccccc2)n1C (configuration not stated)	-1	-1	-1	5	6	-1	-6	3	-3
67	CCOC(=O)[C@@H]1[C@H]2COc3ccc(Br)cc3[C@H]2N2C(=O)N(c3ccc(C)cc3)C(=O)[C@@]12C	x	x	x	1	-26	x	3	7	4
68	CCc1cccc(CC)c1NC(=O)COC(=O)CC1c2ccccc2CCN1S(=O)(=O)c1ccc(F)cc1 (configuration not stated)	-5	0	16	2	11	6	19	2	7
69	COC(=O)c1cc(NC(=O)CN2CCOCC2)cc(C(=O)OC)c1	0	0	5	1	4	13	-1	11	4
70	Cc1ccc2nc3c(cc(C(=O)NC4CCCC4)c(=N)n3C3CCCCC3)c(=O)n2c1	-1	0	-1	-7	10	6	2	0	-7
71	O=S(=O)(c1ccc(F)cc1)N1CCCN(c2nccc(C(F)(F)F)n2)CC1	-1	5	4	3	-30	8	-4	2	8
72	COc1ccccc1-n1c(SCC(=O)c2ccc(O)cc2O)nc2cc([N+](=O)[O-])ccc21	-22	-23	-13	0	16	-6	7	4	3
73	CCc1sc(C(=O)Nc2ccc3c(c2)OCO3)cc1C	x	x	x	-7	35	x	25*	18	6
74	CCOc1ccc(NC(=O)c2cccc3ccccc23)cc1	3	2	-2	-1	12	1	-2	0	1
75	CCOc1ccc(C(=O)NN2C(=S)NC(C)(C)C=C2C)cc1	-1	-1	1	-2	11	3	3	6	6
76	CCC(=O)Nc1nc(C)c(C(=O)Nc2cccc(Cl)c2)s1	-9	-4	0	-4	-5	-5	0	1	-1
77	CCN(C[C@H]1N[C@@](CC)(C(=O)OC)[C@H]2C(=O)N(C)C(=O)[C@@H]12)C(=O)c1ccccc1	x	x	x	-2	24	x	-7	8	8
78	Cc1ccc(CCCOC(=O)C[N+]2(C)CCCC2)cc1	5	6	4	2	15	-2	2	5	5
79	COc1ccc(C(=O)NCCCCCC(=O)N/N=C/c2ccco2)cc1OC	4	9	-3	-3	6	7	2	3	-2
